NPC1 prom act: qHTS Assay for NPC1 Promoter Activators; Potency, µM (titrated, usually from 9.22 µM), without a hit: top-dose activation, hits mostly activators; hit rate 2.4% among 320,000; AID 485313, 2010; Huh7 NPC1 promoter luciferase reporter, 24 h;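 note: % of control where 0% means no effect; nearly all actives have a fitted effect of over 60% in size; reporter is driven by a mutant NPC1 promoter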
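NPC1 promoter–luciferase Huh7 cells; 24 h compound; luminescence.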
BRCA1 expr up: qHTS Assay to Identify Small Molecule Activators of BRCA1 Expression; hit rate 1.1% among 380,000; AID 624202, 2012; Potency, µM (doses to about 46.1 µM), without a hit: top-dose activation, hits mostly activators; MCF7-BRCA1-FFLuc reporter, luminescence, 48 h; response scale: scaled: vehicle 0%, 10 µM genistein 100%; note: nearly all actives have a fitted effect of over 80% in size; some results filed as inactive show a strong effect at the top dose
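Compounds are tested at multiple concentrations on MCF7 BRCA1-luciferase reporter cells seeded at 2000 per well; after 48 h, a single luminescence end-point is taken and curves fitted to the normalized data.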
p53 reactivator: qHTS assay for re-activators of p53 using a Luc reporter; H1299 p53-A138V BP100-luciferase reporter, luminescence, 24 h; Potency, µM (top dose mostly 92.2 µM), without a hit: at the highest dose activity change, positive = activation, most hits filed as activators; hit rate 0.063% among 320,000; note: % of control where 0% means no effect; nearly all actives have a fitted effect of over 45% in size
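H1299 (p53-null), stable ts p53-A138V + BP100-Luc; 1000 cells/well, Opti-MEM/10% FBS; cpd 4 pt, 1:5; 24 h, 37 deg C, 5% CO2; detection reagent 10 min RT; luminescence.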
MBNL1 CUG block: qHTS Assay for Inhibitors of MBNL1-poly(CUG) RNA binding. Muscleblind-like protein 1 (Homo sapiens), Q9NR56. TR-FRET MBNL1-His/biotin-(CUG)12 binding, 665/545 ratio. Potency, µM (top dose mostly 57.5 µM), for inactives: at the top dose activity change, negative = inhibition, usual class: inhibitors. hit rate 0.036% among 280,000; active = well fitted inhibition curve with a large enough effect in the signal ratio, with a control signal flat, not every such curve was filed as active; inconclusive = small, poorly fitted or top-dose-only effect, or effect the other way, or a change in a side signal; inactive = no such curve, though single readings can be large or run the other way; the % refers to the signal ratio; note: % is set by controls: 0 for no effect and ±100 for the full control effect
Target sequence (Q9NR56 whole entry, looked up): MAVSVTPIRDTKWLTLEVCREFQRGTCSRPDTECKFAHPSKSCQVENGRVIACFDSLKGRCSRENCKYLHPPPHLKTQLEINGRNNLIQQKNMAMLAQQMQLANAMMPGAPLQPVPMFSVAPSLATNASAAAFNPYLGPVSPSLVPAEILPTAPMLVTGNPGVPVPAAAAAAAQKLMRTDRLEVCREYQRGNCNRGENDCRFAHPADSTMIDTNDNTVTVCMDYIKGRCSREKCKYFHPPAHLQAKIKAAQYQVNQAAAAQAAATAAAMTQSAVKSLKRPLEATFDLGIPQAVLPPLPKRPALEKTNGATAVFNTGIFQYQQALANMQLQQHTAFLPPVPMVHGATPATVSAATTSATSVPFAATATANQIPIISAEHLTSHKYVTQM
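TR-FRET readout: Ex 340 nm, 665/545 nm emission ratio, normalized to buffer-only (basal) and MBNL1-(CUG)12 controls. Complex of MBNL1-His with Biotin-(CUG)12, compounds 92 nM–58 uM, incubated 60 min at room temperature.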
RORgamma inh: qHTS for inhibitors of ROR gamma transcriptional activity; AID 2551, 2010; Drosophila S2 Gal4-RORgamma UAS-luciferase reporter, 20 h; Potency, µM (series often up to 53.6 µM), without a hit: at the top dose activity change, negative = inhibition, actives largely listed as inhibitors; hit rate 5.4% among 310,000; Nuclear receptor ROR-gamma (Mus musculus), P51450; note: % is set by controls: 0 for no effect and ±100 for the full control effect; nearly all actives have a fitted effect of over 60% in size
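Drosophila Schneider cells stably carrying a metallothionein-driven Gal4 DBD–ROR gamma fusion and a UAS-Photinus luciferase reporter were exposed to compound for 1 hr, then induced with copper sulfate (700 uM final) for 20 hr at ambient temperature before luminescence reading.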
ELG1 genotoxic: qHTS screen for small molecules that induce genotoxicity in human embryonic kidney (HEK293T) cells expressing luciferase-tagged ELG1. Potency, µM (doses to about 46 µM), inactives show at the highest dose activity change, positive = activation, most hits filed as activators. HEK293T ELG1-luciferase reporter, luminescence, 16 h. hit rate 1.3% among 330,000; note: % of control where 0% means no effect; nearly all actives have a fitted effect of over 60% in size
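After overnight (16 hr) compound treatment at 37 °C, ELG1-luciferase HEK293T cells were lysed with ONE-Glo; luminescence quantified 30 min later at room temperature.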
Rab9 promoter act: qHTS Assay for Rab9 Promoter Activators | Huh7 Rab9 promoter-luciferase reporter, luminescence, 24 h | Potency, µM (doses to about 9.22 µM), inactives show at the top dose activation, negative = inhibition, actives largely listed as activators | hit rate 2.8% among 320,000 | AID 485297, 2010; note: % of control where 0% means no effect; nearly all actives have a fitted effect of over 60% in size
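Huh7 cells stably carrying a Rab9 promoter-luciferase reporter, 1500 cells per well in OP-MEM I with 10% FBS, treated with compound 24 hours at 37C. Luciferase activity read by luminescence after 10 minutes with Amplite reagent.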
FLuc modulator: qHTS profiling assay for firefly luciferase inhibitor/activator using purifed enzyme and Km concentrations of substrates (counterscreen for miR-21 project); Luciferin 4-monooxygenase (Photinus pyralis), P08659; purified FLuc, Km substrates, luminescence inhibition; Potency, µM (highest dose often 57.5 µM), for inactives: at the highest dose activity change, negative = inhibition, hits mostly inhibitors; hit rate 6.9% among 360,000;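 note: plate controls were vehicle for no effect and reference inhibitor for full effect; nearly all actives have a fitted effect of over 55% in size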
Target sequence (P08659 whole entry, looked up): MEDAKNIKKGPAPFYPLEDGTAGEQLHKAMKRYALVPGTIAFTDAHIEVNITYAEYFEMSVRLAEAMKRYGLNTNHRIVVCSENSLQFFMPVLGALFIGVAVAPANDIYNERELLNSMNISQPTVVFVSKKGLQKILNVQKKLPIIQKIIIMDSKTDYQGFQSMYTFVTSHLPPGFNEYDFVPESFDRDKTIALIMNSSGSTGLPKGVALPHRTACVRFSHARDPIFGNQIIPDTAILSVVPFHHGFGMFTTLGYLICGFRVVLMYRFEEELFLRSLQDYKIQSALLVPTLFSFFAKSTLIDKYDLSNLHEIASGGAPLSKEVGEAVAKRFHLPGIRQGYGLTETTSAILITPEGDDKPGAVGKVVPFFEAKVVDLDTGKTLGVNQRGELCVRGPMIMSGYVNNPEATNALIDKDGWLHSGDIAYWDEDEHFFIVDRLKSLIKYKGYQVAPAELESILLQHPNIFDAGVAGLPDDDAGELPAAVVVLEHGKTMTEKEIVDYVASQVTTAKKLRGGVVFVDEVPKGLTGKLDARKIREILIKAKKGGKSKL
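Purified P. pyralis luciferase, 10 nM final, with Km-level 10 uM D-luciferin and 10 uM ATP in 50 mM Tris acetate pH 7.5, 10 mM Mg acetate, 0.01% Tween-20, 0.05% BSA; 6-point qHTS titration about 60 µM downward; luminescence read.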
uPA generation: qHTS for Inhibitors of Cell Surface uPA Generation. cell surface uPA generation assay, qHTS. Potency, µM (series often up to 38.3 µM), for the others: at the top dose activity change, negative = inhibition, hits mostly inhibitors. hit rate 0.31% among 330,000. AID 540303, 2011; active = well fitted inhibition curve with a large enough effect; inconclusive = small, poorly fitted or top-dose-only effect; inactive = no such curve, though single readings can be large or run the other way; tested in mouse RAW 264.7 cells; note: % is set by controls: 0 for no effect and ±100 for the full control effect; nearly all actives have a fitted effect of over 55% in size
VP16 counter: VP16 counterscreen qHTS for inhibitors of ROR gamma transcriptional activity. Drosophila S2 Gal4-VP16 UAS-luciferase, luminescence, 20 h. Potency, µM (titrated, usually from 53.6 µM), without a hit: top-dose activity, negative = inhibition, usual class: inhibitors. hit rate 3.5% among 310,000;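 note: Gal4-VP16 expression switched on by copper sulfate through the metallothionein promoter; % is set by controls: 0 for no effect and ±100 for the full control effect; nearly all actives have a fitted effect of over 50% in size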
* marks the source's active call; other numbers are inactive results; ? = inconclusive; · = not tested or not shown; [ ] = remark or other dose. Unless noted, calls come from the whole dose curve; as a rule, active = well fitted curve in the direction sought with a large enough effect; inconclusive = small, poorly fitted or top-dose-only effect, or another doubt; inactive = no such curve, though single readings can be large; an effect the other way counts as inactive or inconclusive. Potency is the fitted concentration of half-maximal effect. Random draw from the library; any-hit rate near 13%.

SMILES	NPC1 prom act	BRCA1 expr up	p53 reactivator	MBNL1 CUG block	RORgamma inh	ELG1 genotoxic	Rab9 promoter act	FLuc modulator	uPA generation	VP16 counter
C/C(=N\NC(=O)c1ccco1)c1cccc2ccccc12	-1%	13%	-1%	11%	15%	5%	-1%	-16%	0%	3%
COc1ccc(CCNC(=O)c2c([S-])n(-c3ccc(C)cc3)c3cccc[n+]23)cc1	8%	0%	6%	17%	-11%	-4%	-1%	?	53%[activator]	27%
Cc1ccc(C)c(NC(=O)Nn2cnnc2)c1	-3%	3%	-2%	-1%	2%	-4%	4%	-1%	10%	2%
O=C(CC(Nc1ccccc1)C(=O)O)c1ccccc1 (stereo not given)	3.2µM*	11µM*	?	18%	11µM*	?	2.8µM*	0.85µM*	-1%	7.9µM*
Cn1cc(Cl)c(C(=O)Nc2nc3ccccc3s2)n1	?	47%	?	4%	-85%	0.46µM*	?	0.95µM*	?	?
O=C(N1CCN(c2cccc(Cl)c2)CC1)C1(c2cccs2)CCOCC1	1%	-48%	-8%	-4%	-10%	-7%	-2%	7%	-7%	-7%
CN(C)CCCNC1=CC(=O)OC12CCCCC2	-2%	23%	-7%	?	-12%	1%	-11%	-2%	1%	-6%
O=C(CCS(=O)(=O)c1ccc(Cl)cc1)NCCC1=CCCCC1	1%	-16%	3%	3%	0%	0%	3%	-2%	-2%	2%
COc1ccc(CCC(C)NCC2CCCCC2)cc1 (stereo not given)	1%	-5%	-4%	-1%	?	-3%	0%	4%	1%	-2%
O=C(Nc1ccccc1[N+](=O)[O-])c1cccc(N2C(=O)CCC2=O)c1	12%	11%	9%	?	-10%	5%	17%	?	3%	-14%
Cc1ccc(S(=O)(=O)N(C)C[C@@H]2Oc3c(NS(C)(=O)=O)cccc3C(=O)N([C@H](C)CO)C[C@@H]2C)cc1	·	0%	-1%	·	·	3%	·	·	4%	·
COc1ccc(S(=O)(=O)Cc2ccc(C(=O)N3CCCC3)o2)cc1	8%	3%	-2%	3%	29%	-3%	4%	1%	-3%	-2%
Cc1cccc(NC(=S)N/N=C/c2c[nH]c3ccccc23)c1	-11%	-88%[inhibitor]	?	·	2.5µM*	14%	-12%	?	-12%	5.6µM*
COc1ccc(CCC(=O)N2CCN(S(=O)(=O)c3ccc(OC)cc3)CC2)cc1	0%	0%	3%	·	·	2%	-4%	0%	-16%	·
O=C(NCc1ccc2c(c1)OCO2)c1cccc(F)c1	0%	15%	1%	-5%	37%[10 µM]	-4%	-4%	1%	6%	-2%
COc1ccc(NC(=O)Cc2ccccc2)cn1	1%	6%	0%	0%	23%	3%	6%	2%	-3%	4%
CC(=O)n1cc([C@@H]2C=C(C(=O)N3CCOCC3)O[C@H](OCCCCO)C2)c2ccccc21	3%	-3%	-4%	-1%	-1%	1%	-6%	1%	1%	8%
CN(CC(=O)NCC1CCCO1)S(=O)(=O)c1ccc(Br)cc1 (stereo not given)	2%	-19%	-9%	-1%	8%	-4%	6%	0%	-2%	5%
COc1ccccc1NS(=O)(=O)c1ccc2oc(SC3CCOC3=O)nc2c1 (stereo not given)	-7%	2%	0%	3%	7%	0%	1%	1%	-2%	1%
CN(CC(=O)Nc1ccc(F)c(F)c1F)C(=O)C1COc2ccccc2O1 (stereo not given)	·	3%	-4%	·	·	2%	·	·	7%	·
Cc1ccc(S(=O)(=O)CCC(=O)Nc2nc(-c3ccncc3)cs2)cc1	-4%	-29%	-4%	2%	-9%	-8%	-3%	-3%	5%	-1%
C=CCNC(=O)COC(=O)c1oc2ccccc2c1CSC1CCCCC1	1%	-2%	4%	5%	?	-1%	-1%	-1%	-7%	-22%
CO/N=C/c1cc([N+](=O)[O-])ccc1Sc1ccc(C)cc1	0%	6%	-4%	7%	0%	-1%	-11%	-1%	·	-3%
O=C(NCC1COc2ccccc2O1)c1ccc(NC(=O)C2CCCO2)cc1 (stereo not given)	9%	51%	11%	1%	-21%[0.365 µM]	22%	2%	-15%	5%	·
Cc1c(C(=O)N2CCCCC2)c(S(=O)(=O)N2c3ccccc3CC2C)c(C)n1C (stereo not given)	-2%	15%	-2%	-8%	-4%	-3%[9.26 µM]	6%	1%	-15%	-6%

A few values from above.
Entry of COc1ccc(CCC(=O)N2CCN(S(=O)(=O)c3ccc(OC)cc3)CC2)cc1 under ELG1 genotoxic: 2%
Entry of Cc1ccc(S(=O)(=O)N(C)C[C@@H]2Oc3c(NS(C)(=O)=O)cccc3C(=O)N([C@H](C)CO)C[C@@H]2C)cc1 under uPA generation: 4%
Entry of O=C(CCS(=O)(=O)c1ccc(Cl)cc1)NCCC1=CCCCC1 under VP16 counter: 2%
Entry of COc1ccc(CCC(C)NCC2CCCCC2)cc1 (stereo not given) under Rab9 promoter act: 0%
Entry of CN(CC(=O)NCC1CCCO1)S(=O)(=O)c1ccc(Br)cc1 (stereo not given) under p53 reactivator: -9%

The main list resumes; the five compounds before the break are reprinted first.
SMILES	NPC1 prom act	BRCA1 expr up	p53 reactivator	MBNL1 CUG block	RORgamma inh	ELG1 genotoxic	Rab9 promoter act	FLuc modulator	uPA generation	VP16 counter
Cc1ccc(S(=O)(=O)CCC(=O)Nc2nc(-c3ccncc3)cs2)cc1	-4%	-29%	-4%	2%	-9%	-8%	-3%	-3%	5%	-1%
C=CCNC(=O)COC(=O)c1oc2ccccc2c1CSC1CCCCC1	1%	-2%	4%	5%	?	-1%	-1%	-1%	-7%	-22%
CO/N=C/c1cc([N+](=O)[O-])ccc1Sc1ccc(C)cc1	0%	6%	-4%	7%	0%	-1%	-11%	-1%	·	-3%
O=C(NCC1COc2ccccc2O1)c1ccc(NC(=O)C2CCCO2)cc1 (stereo not given)	9%	51%	11%	1%	-21%[0.365 µM]	22%	2%	-15%	5%	·
Cc1c(C(=O)N2CCCCC2)c(S(=O)(=O)N2c3ccccc3CC2C)c(C)n1C (stereo not given)	-2%	15%	-2%	-8%	-4%	-3%[9.26 µM]	6%	1%	-15%	-6%
FC(F)(F)c1ccc(N2CCN(c3cc(-c4ccccc4)nc4ncnn34)CC2)nc1	-25%	-83%	-7%	6%	-22%	-9%	-19%	3%	6%	?
CCN(CC)S(=O)(=O)c1c(Br)cc(C)cc1Br	-1%	-4%	-4%	-4%	0%	6%	-2%	0%	·	-2%
O=C(CCC(=O)N1CCSc2ccccc21)NC1CCCCC1	-2%	-8%	5%	-7%	2%	-3%	1%	-2%	-12%	-7%
O=C(COc1nc2ccccc2nc1N1CCOCC1)Nc1ccc(S(=O)(=O)N2CCCC2)cc1	3%	-14%	-17%	32%[activator]	14%	-5%	-1%	-10%	-8%	6%
COC(=O)C(C(=O)Nc1cccc(C)n1)C1CCCCCC1 (stereo not given)	-3%	-9%	0%	7%	-3%	-5%	1%	3%	4%	2%
COc1ccc(NC(=S)N(CCc2nc3cc(C)c(C)cc3[nH]2)Cc2cccnc2)cc1	-5%	-2%	-5%	?	-28%	-5%	0%	-5%	4%	?
CSc1nnc2c(n1)OC(C1CC=C(C)CC1)Nc1ccccc1-2 (stereo not given)	-4%	·	5%	?	3%	-4%	-3%	-1%	·	-6%
NC(=O)[C@@H]1CCCN1C(=O)c1ccc2oc(CCc3ccccc3)nc2c1	?	100%	4%	-5%	20%	?	?	-19%	9%	21%
Fc1cccc(Nc2nc3ccccc3n3nnnc23)c1	-2%	-43%	18%	16%	17%	?	-4%	-9%	-12%	1%
CN1CCN(Cc2cccc3ncccc23)CC1CCO (stereo not given)	-5%	5%	-4%	-6%	-7%	-10%	1%	-3%	3%	-2%
Cc1ccc(N(C)S(=O)(=O)c2ccc3[nH]cc(C(=O)NCCCN4CCOCC4)c(=O)c3c2)cc1C	-1%	-3%	-11%	1%	9%	-9%	-6%	1%	2%	-5%
CC(C)C(=O)N1CCN(c2ccc([N+](=O)[O-])c(NC(C)c3ccccc3)c2)CC1 (stereo not given)	0%	-59%	-8%	·	22%	-9%	-4%	-1%	-23%	-12%
COc1cccc(/C=N/NC(=O)c2cc(-c3cccn3C)n[nH]2)c1O	-28%	-92%	28%	12%	1µM*	6%	-43%[inhibitor]	27µM*	-10%	2.8µM*
O=C(NCCCN1CCCCC1)c1ccc2c(c1)NC(=O)C(N1CCCCC1)S2 (stereo not given)	0%	-8%	-2%	-2%	10%	-1%	-3%	2%	6%	-6%
N#CC1=C2SCN(c3ccc(F)cc3)CN2C(=O)CC1c1cccc(F)c1 (stereo not given)	3%	3%	5%	32%[activator]	?	13%	3%	?	6%	5%
